Screening data: PubChem, several laboratories
APP 5'UTR act: activators of APP 5'UTR luciferase reporter, primary screen, SH-SY5Y cells. SH-SY5Y APP 5'UTR luciferase reporter, luminescence; zero percent = DMSO vehicle wells. activation, % at 2 µM. hit rate 1% among 190,000. AID 1276, 2008;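 active = activation above a set limit, based on mean plus 3 SD of controls, cut at about 140% in these data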; also: values of inactives mirror those of a sister screen read the other way
Hsp70 activator: Hsp70 transcriptional activators, primary screen, cell-based, HeLa, Hsp70 promoter luciferase, luminescence, 10 µM; HeLa Hsp70 promoter luciferase reporter; scaled: vehicle 0, proteasome-inhibitor control 100%; activation, % at 10 µM; hit rate 0.04% among 200,000; AID 1203, 2008;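 active = activation above the mean across all tested compounds plus 3 SD, cutoff set per campaign, cut at about 5.5% in these data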;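 also: 100% = MG132 at 30 µM as the positive control and 0% = DMSO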
FLuc inhib CS: firefly luciferase enzyme inhibitors, primary screen, artefact control for luciferase-based inhibitor screens, biochemical, luminescence, ATPLite; 10 min; hit rate 1.5% among 200,000; inhibition, % at 10 µM;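 active = inhibition above about 50% when tested at 10 µM, limit read from the data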
Target sequence (P08659 whole entry, looked up): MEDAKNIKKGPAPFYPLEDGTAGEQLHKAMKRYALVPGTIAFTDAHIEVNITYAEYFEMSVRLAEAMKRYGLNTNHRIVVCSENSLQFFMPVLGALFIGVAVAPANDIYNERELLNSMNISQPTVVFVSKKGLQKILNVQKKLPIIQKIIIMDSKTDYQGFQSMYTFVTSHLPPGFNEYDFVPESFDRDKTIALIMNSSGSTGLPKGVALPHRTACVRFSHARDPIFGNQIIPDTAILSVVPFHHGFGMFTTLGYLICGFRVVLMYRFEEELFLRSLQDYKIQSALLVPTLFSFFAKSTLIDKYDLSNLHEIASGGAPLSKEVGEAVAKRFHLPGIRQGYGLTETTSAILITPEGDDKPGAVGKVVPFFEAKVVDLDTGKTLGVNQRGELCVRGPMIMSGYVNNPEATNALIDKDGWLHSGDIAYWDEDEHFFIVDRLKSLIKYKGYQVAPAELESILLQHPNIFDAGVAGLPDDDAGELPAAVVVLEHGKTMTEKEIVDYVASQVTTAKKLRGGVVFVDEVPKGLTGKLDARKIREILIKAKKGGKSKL
RAM network inh: inhibitors of the yeast RAM network, primary screen, dse1pr::URA3 reporter, 5-FOA selection; inhibition, % at 50 µM; S. cerevisiae dse1pr::URA3 reporter, 5-FOA growth OD615, 2 d; analog-sensitive cbk1-as2 kinase mutant strain; hit rate 1.8% among 190,000;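 active = inhibition above a set limit, 3 SD over mean compound inhibition, cut at about 8.4% in these data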;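 also: 0% = DMSO-only wells with no growth and 100% = 10 µM 1-NA-PP1 full growth; inhibition rescues growth on 5-FOA so higher OD means more RAM inhibition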
STAT1 activator: STAT1 signaling activators, primary screen, cell-based, HTS, luciferase reporter; activation (% of control), % at 5.5 µM; hit rate 2.6% among 200,000; NIH 3T3 STAT1-luciferase reporter, IFN-gamma, luminescence; 100% = IFN-gamma alone, no compound;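 active = activation above the screen-wide mean activation plus 3 SD, cut at about 130% in these data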;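 also: raw ratio to IFN-gamma control signal so 100% means no change and 0% no light; values of inactives mirror those of a sister screen read the other way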
APP transl inh: inhibitors of APP translation via 5'UTR reporter, primary screen, APP 5'UTR luciferase, SH-SY5Y cells; SH-SY5Y APP 5'UTR-luciferase reporter, luminescence; inhibition, % at 2 µM; hit rate 0.82% among 190,000;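 active = inhibition above a set limit, derived from the sample mean plus 3 SD, cut at about 45% in these data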; also: values of inactives mirror those of a sister screen read the other way
STAT3 blocker: IL-6 driven STAT3 reporter inhibitors, primary screen, U3A cells, luciferase, luminescence, MLSCN library. inhibition, % at 5.5 µM. hit rate 0.89% among 190,000. IL-6 STAT3-luciferase reporter; host cell line lacks STAT1;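 active = inhibition above the mean inhibition across all screened compounds plus 3 SD, cut at about 44% in these data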;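 also: 0% = DMSO only wells and 100% = 100 µM nifuroxazide control wells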
NF-kB expr up: activators of NF-kB expression in neurons, primary screen, cell-based, HTS; human neuronal cells, NF-kB reporter expression; hits give high values; fold change at 12.5 µM; hit rate 1.6% among 190,000; AID 1239, 2008; in the data active = fold change above about 3.3
STAT3 activator: IL-6 driven STAT3 reporter potentiators, primary screen, U3A cells, luciferase, luminescence, MLSCN library; IL-6 STAT3-luciferase reporter; 100% = signal with IL-6 EC80 alone; activation (% of control), % at 5.6 µM; hit rate 0.91% among 190,000; AID 871, 2007;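 active = activation above the screen-wide mean of compound activation plus 3 SD, cut at about 130% in these data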;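 also: 0% = background luminescence of wells with medium and substrate only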
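System – human U3A cells carrying STAT3-luciferase construct · Probe or stimulus – Interleukin-6, 33 ng/mL · Schedule – compound 1 h, then IL-6 6 h at 37 °C · Signal – luminescence from STAT3-driven luciferase reporter · Evaluation – percent of IL-6-only median luminescence · Benchmarks – IL-6-only high control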
STAT1 blocker: STAT1 signaling inhibitors, primary screen, cell-based, HTS, luciferase reporter | NIH 3T3 STAT1-luciferase reporter, IFN-gamma, luminescence | hit rate 0.35% among 200,000 | inhibition, % at 5.5 µM | AID 920, 2007;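 active = inhibition above a set limit, the mean inhibition across all tested compounds plus 3 SD, cut at about 34% in these data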;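 also: 0% = IFN-gamma with DMSO and 100% = IFN-gamma with 300 µM nifuroxazide; values of inactives mirror those of a sister screen read the other way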
Numbers without * were called inactive; . = no result given.

SMILES	APP 5'UTR act	Hsp70 activator	FLuc inhib CS	RAM network inh	STAT1 activator	APP transl inh	STAT3 blocker	NF-kB expr up	STAT3 activator	STAT1 blocker
COc1ccc(-c2ccc(CCC(=O)O)n2CC(C)C)cc1	-11	-0.1	-1	0.1	100	11	0	0.87	106	0
Cn1nccc1C(=O)N1CCN(c2ncccn2)CC1	5	-0.4	-7	0.3	101	-5	8	1.2	98	-3
O=C(N/N=C/c1cccc(OC(=O)N2CCOCC2)c1)c1cccs1	6	-0.1	43	0.4	109	-6	25	1.4	81	-10
O=C(NCC1OCCCN1S(=O)(=O)c1cc(F)ccc1F)C(=O)NC1CCCCC1 (stereo unspecified)	25	-0.1	-5	2.5	99	-25	-3	1	107	1
CCC(=O)c1ccc(N2CCOCC2)c(F)c1	2	-0.2	.	0.0	104	-2	18	1.3	88	-7
COc1cccc(C2=NO[C@@H]3C(=O)N(c4ccc5c(c4)OCCO5)C(=O)[C@H]23)c1OC	-1	-0.3	1	1.4	100	1	-2	0.5	104	0
Cc1ccc2cccc(S(=O)(=O)N3CCN(c4ccccc4F)CC3)c2n1	19	-0.1	-1	3.8	98	-19	2	0.65	103	2
COc1cccc(Nc2nc3ccccc3n2C(C)C)c1	-9	-0.3	1	1.4	98	9	8	0.91	97	2
O=C(NCc1ccccn1)/C(=C/c1ccco1)NC(=O)c1ccccc1	-7	-0.2	-5	1.2	99	7	-7	1.3	104	2
COc1ccc(-n2c(C)nc3cc(C(=O)N4CCOCC4)ccc32)cc1	6	-0.2	-3	3.4	100	-6	16	1.6	91	0
CCCCNC(=S)N(C)/N=C/c1ccc(OCC(=O)Nc2ccc(OC)cc2)c(OC)c1	2	0.1	-5	15*	101	-2	26	0.41	80	-1
CC(=O)c1ccc(N2C(=NC(=O)C(C)C)SC3CS(=O)(=O)CC32)cc1 (stereo unspecified)	6	-0.2	1	-0.1	94	-6	11	1.2	94	7
CCCCCc1ccc(S(=O)(=O)NCCc2ccncc2)cc1	-7	-0.1	-7	0.3	96	7	26	0.81	82	5
COc1cccc2cc(C(=O)N3C(C)CCCC3C)c(=O)oc12 (stereo unspecified)	-10	-0.2	-2	0.2	105	10	-1	0.99	103	-6
CN(C)c1ccc(-c2nnn(CC(=O)Nc3ccc4c(c3)OCCO4)n2)cc1	-5	-0.4	-1	1.1	96	5	4	1.1	101	4
O=c1c2ccccc2cnn1Cc1n[nH]c(=S)n1-c1cc(Cl)cc(Cl)c1	-15	-0.2	-2	2.4	96	15	-5	1.1	100	4
Cc1ccc2nc(SCC(=O)Nc3cccc([N+](=O)[O-])c3)[nH]c2c1	-8	-0.3	-4	0.1	99	8	23	0.89	89	1
CON1C(=O)C(=O)N(OC)C2CCCCC21 (stereo unspecified)	3	0.1	-3	-2.0	101	-4	12	1.1	98	-1
N#Cc1ccccc1NC(=O)CSC1=Nc2ccccc2C2CC=NN12 (stereo unspecified)	-3	0.0	0	1.1	100	3	23	1	86	0
O=C(COc1ncnc2ccccc12)Nc1ccc(Cl)c([N+](=O)[O-])c1	13	-0.3	1	2.8	89	-13	1	0.72	101	12
CCOC(=O)CSc1n[nH]c(NC(=O)c2cccc(C(F)(F)F)c2)n1	-1	-0.3	-6	1.1	101	1	3	1.1	99	-1
O=C1SC(SCc2ccccc2)=N/C1=C\c1ccco1	1	-0.2	-4	8.8*	98	-1	5	0.86	99	0
COc1ccc(/C=C2\N=C(SC)N(C)C2=O)cc1	2	0.2	38	1.2	105	-2	-10	1.3	109	-6
COc1ccc(C(=O)CCNc2cccc(Cl)c2)cc1	37	-0.3	-2	1.2	124	-37	28	1.6	79	-27
CC(c1n[nH]c(=S)n1-c1ccccc1)N1CCCCC1 (stereo unspecified)	11	-0.3	-3	0.0	101	-11	4	1.1	98	-2

A draw from above in order of SMILES length, lowest first.
SMILES	APP 5'UTR act	Hsp70 activator	FLuc inhib CS	RAM network inh	STAT1 activator	APP transl inh	STAT3 blocker	NF-kB expr up	STAT3 activator	STAT1 blocker
CCC(=O)c1ccc(N2CCOCC2)c(F)c1	2	-0.2	.	0.0	104	-2	18	1.3	88	-7
O=C(N/N=C/c1cccc(OC(=O)N2CCOCC2)c1)c1cccs1	6	-0.1	43	0.4	109	-6	25	1.4	81	-10
CCCCNC(=S)N(C)/N=C/c1ccc(OCC(=O)Nc2ccc(OC)cc2)c(OC)c1	2	0.1	-5	15*	101	-2	26	0.41	80	-1

Next section.
SMILES	APP 5'UTR act	Hsp70 activator	FLuc inhib CS	RAM network inh	STAT1 activator	APP transl inh	STAT3 blocker	NF-kB expr up	STAT3 activator	STAT1 blocker
COc1ccc(C(=O)Nc2c(C)ccc3nsnc23)cc1[N+](=O)[O-]	16	-0.4	-9	3.1	101	-16	10	1.2	94	-1
COC(=O)CN1C(=O)CSc2ncccc21	-5	-0.3	3	0.7	101	5	-5	1.1	107	-1
CCOC(=O)c1ccccc1NC(=O)COC(=O)C(CC(C)C)NC(N)=O (stereo unspecified)	8	-0.3	-9	0.8	94	-8	3	1.3	105	7
COc1ccc(/C=N/Nc2nc(-c3ccc(Cl)cc3)cc(C(F)(F)F)n2)cc1OC	17	-0.3	-7	1.1	108	-17	-3	0.65	98	-8
COc1ccc(C2c3c(ncn(Cc4ccco4)c3=N)Oc3ccc4ccccc4c32)cc1 (stereo unspecified)	7	-0.2	-1	0.7	85	-7	-8	0.45	102	16
N/C(=N\OC(=O)COc1ccc(Br)cc1Cl)c1ccncc1	140*	0.0	14	1.6	178*	-140	4	4.4*	101	-88
Cc1ccc(C(=O)N2CCOCC2)cc1Cl	-5	-0.3	-6	0.0	98	5	7	1.4	98	2
CCNC(=S)N1CCCC(C(N)=O)C1 (stereo unspecified)	11	-0.2	-5	-0.9	104	-11	16	0.88	95	-6
CC(CNc1ccc([N+](=O)[O-])c2cccnc12)Nc1c([N+](=O)[O-])cc(C(F)(F)F)cc1[N+](=O)[O-] (stereo unspecified)	1	-0.3	-4	4.9	100	-1	5	0.93	98	0
Cc1c(Cl)cnc(NC(=O)CSc2nnc(C)n2Cc2ccccc2)c1Cl	16	-0.1	-11	2.0	96	-16	9	0.98	96	4
Cc1ccccc1OCC(=O)Nc1ccc(S(=O)(=O)Nc2ccccn2)cc1	16	-0.4	-4	7.6	104	-16	6	0.83	97	-4
Cc1ccccc1CSCc1nc(N)nc(Nc2ccccc2C)n1	11	0.4	5	0.6	120	-11	3	1.2	101	-26
O=c1cc(COn2nnc3ccc(C(F)(F)F)cc32)nc2sccn12	9	-0.2	-5	1.5	97	-9	7	1.2	98	3
O=C(NC(N1CCOCC1)C(Cl)(Cl)Cl)c1ccc(F)cc1 (stereo unspecified)	11	0.2	-5	0.8	107	-11	8	1	100	-7
Nc1ccc(C(=O)Nc2ccc3nc(-c4cccnc4)[nH]c3c2)cc1	0	-0.4	29	1.2	90	0	4	0.67	98	11
COc1cc(-c2[nH]ncc2CN2CCCC2c2nonc2C)cc(OC)c1OC (stereo unspecified)	18	0.0	-5	0.0	90	-18	10	1.3	95	9
Cc1ccc(-c2c(C(=O)N3CCOCC3)oc(=O)c3ccccc23)cc1	9	-0.3	-2	1.1	91	-9	4	1.1	101	10
Cc1cc(NC(=S)N(Cc2cccc(Br)c2)CC2CCC(C(=O)O)CC2)ccc1Cl (stereo unspecified)	23	-0.1	-10	3.8	97	-22	22	1.1	90	3
CC(C)(C)n1nc2c(c1NC(=O)c1cc3ccccc3o1)CS(=O)(=O)C2	-19	-0.4	0	2.7	104	19	-15	1.1	114	-5
Cc1nc2ccc(C(=O)N3CCN(c4ccccc4)CC3)cc2s1	14	-0.2	-3	3.5	102	-14	5	1.3	99	-2
O=C1/C(=C/Nc2ccc3c(c2)OCO3)CCc2ccccc21	153*	-0.3	94*	-0.2	46	-153	93*	2.2	21	59*
ClCCN1C2=NCCCN2c2ccccc21	-7	-0.1	-4	2.8	100	7	20	1.5	86	-2
CCOc1cc(/C=N/NC(=O)CNc2cccc(C)c2)ccc1OC(=O)c1ccccc1	8	0.1	-7	2.8	111	-8	-12	0.87	115	-12
Cc1cc(NC(=O)CSCC(=O)N(c2cccc(Cl)c2)C(C(=O)NC2CCCCC2)c2ccc(O)c(O)c2)no1 (stereo unspecified)	7	-0.3	-1	1.4	102	-7	0	0.95	98	-2
CCOC(=O)c1nc(C)n(-c2ccc(Cl)cc2Cl)n1	-5	-0.2	2	1.6	88	4	10	1.1	99	6
Next section:
SMILES	APP 5'UTR act	Hsp70 activator	FLuc inhib CS	RAM network inh	STAT1 activator	APP transl inh	STAT3 blocker	NF-kB expr up	STAT3 activator	STAT1 blocker
c1ccc2c(Cn3ccnc3)c[nH]c2c1	-8	-0.2	-4	2.2	99	8	-17	1.1	120	1
CN(Cc1ccccc1)C(=O)Cn1c(=O)oc2cc(S(=O)(=O)N3CCCC3)ccc21	-9	0.2	-6	0.7	96	10	7	0.8	101	4
N#Cc1c(N)nc2c(c1-c1ccccc1)CCC2	70	0.1	0	1.4	125	-70	-11	1.4	117	-29
Cc1ccc2nsnc2c1N(S(C)(=O)=O)S(C)(=O)=O	-5	-0.2	-2	0.1	98	5	2	1	102	0
COC(=O)c1c(-c2ccccc2)csc1NC(=O)CSc1ncnc2sc(C)c(C)c12	12	-0.4	-1	3.8	108	-12	9	0.85	93	-9
COc1ccc(-c2nc(N)nc(C)c2Oc2ccccc2Br)c(O)c1	1	0.0	-3	0.5	101	-1	3	0.93	99	-1
CNc1ccccc1C(=O)OCC(=O)c1ccc(F)cc1	8	-0.2	41	-1.1	132*	-8	15	1.6	94	-38
c1cc(CNc2ccc3c(c2)OCO3)ccn1	-5	-0.1	-1	0.8	89	5	-2	0.95	106	12
CC(=O)Nc1nc2ccccc2n1Cc1ccc(C)cc1	6	-0.1	-8	2.0	97	-6	17	0.7	94	2
O=C(CSc1nnc(-c2ccco2)o1)c1ccc[nH]1	73	-0.1	8	0.1	130*	-73	-5	2.3	111	-33
Cc1ccc(N(C(=O)C(F)(F)F)C(C(=O)NC2CCCCC2)c2cccs2)cc1 (stereo unspecified)	-13	0.0	-2	2.9	102	12	1	1.1	108	-2
CCOc1cc(N2CCOCC2)c(OCC)cc1NC(=O)COC(=O)[C@@H]1CCCN1S(=O)(=O)c1ccccc1F	17	-0.3	1	-1.1	103	-17	8	1.9	95	-4
Cc1nn(Cc2ccccc2)c(C)c1NC(=O)CSc1n[nH]c(C)c1[N+](=O)[O-]	5	-0.2	-5	4.8	93	-5	3	1.1	101	8
COCc1nnc(NC(=O)CSCc2ccccc2)s1	-2	-0.1	2	-0.1	99	2	6	0.88	98	1
CC(=O)c1ccc(O)c(CO)c1	3	-0.6	-6	1.2	97	-3	2	0.91	103	3
CCc1ccc(OCc2n[nH]c(=S)n2C(C)CCCC(C)C)cc1 (stereo unspecified)	-4	0.3	-6	3.7	92	4	12	1.4	92	7
COc1cccc(NC(=O)Cn2c3ccccc3c3nc4n(c(=O)c32)CCS4)c1	2	0.2	4	6.2	87	-2	13	1.2	96	14

Rows are unselected. About 7.7% of those tested had a hit in this group.
